# Screening results from PubChem BioAssay.
# RBX1-CUL1 inh = human ROC1-CUL1 E3 ligase inhibition. in vitro K48 di-Ub FRET, acceptor:donor ratio, 45 min. P62877+Q13616. 0.6% of 140,000 active. inhibition, % at 10 µM. AID 1347404; in the data active = inhibition above about 25%
# Target sequence (P62877 whole entry, looked up): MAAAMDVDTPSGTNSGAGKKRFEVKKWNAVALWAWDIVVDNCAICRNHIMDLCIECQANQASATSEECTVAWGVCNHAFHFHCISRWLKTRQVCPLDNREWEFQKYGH
# Target sequence (Q13616 whole entry, looked up): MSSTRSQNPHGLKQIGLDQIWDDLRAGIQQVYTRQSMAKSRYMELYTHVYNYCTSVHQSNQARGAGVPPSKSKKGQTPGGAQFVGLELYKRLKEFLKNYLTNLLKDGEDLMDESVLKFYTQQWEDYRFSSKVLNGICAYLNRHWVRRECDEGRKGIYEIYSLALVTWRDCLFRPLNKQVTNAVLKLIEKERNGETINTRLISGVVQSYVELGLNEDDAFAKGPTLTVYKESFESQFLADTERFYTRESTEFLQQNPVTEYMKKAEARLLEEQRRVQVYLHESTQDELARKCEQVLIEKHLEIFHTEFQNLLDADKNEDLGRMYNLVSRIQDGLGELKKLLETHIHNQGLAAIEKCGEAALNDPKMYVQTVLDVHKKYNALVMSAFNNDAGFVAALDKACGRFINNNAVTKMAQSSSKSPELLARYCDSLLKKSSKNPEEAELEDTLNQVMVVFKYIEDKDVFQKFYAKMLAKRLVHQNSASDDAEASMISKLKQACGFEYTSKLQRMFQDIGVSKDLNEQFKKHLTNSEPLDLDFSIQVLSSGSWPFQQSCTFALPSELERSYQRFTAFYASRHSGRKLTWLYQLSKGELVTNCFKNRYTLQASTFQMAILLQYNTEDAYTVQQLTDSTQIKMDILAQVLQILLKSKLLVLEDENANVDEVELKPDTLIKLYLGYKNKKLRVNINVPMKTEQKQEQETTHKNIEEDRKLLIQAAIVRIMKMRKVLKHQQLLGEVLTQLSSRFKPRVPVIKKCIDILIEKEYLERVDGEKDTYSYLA
# An asterisk follows results filed as active.
SMILES,RBX1-CUL1 inh
Cc1ccc(NC(=O)Cn2nc3c(cc2=O)CCCC3)cc1Cl,-6.6
C=CCNN1C(=O)/C(=C\c2ccccc2O)SC1=Nc1nnc(CC)s1,-5.7
COc1ccc(NC(=O)N2CCC(Cn3cc(C4CC4)nn3)CC2)c(C)c1,-9.5
COc1ccc(Cl)cc1NC(=O)c1cc(C)nc2c1c(C)nn2-c1ccccc1,-13.7
CCc1cccc2c(/C=N\n3cnc4sc5c(c4c3=O)CCCC5)c[nH]c12,5.5
Cc1ccc2scc(N3CCC(C)CC3)c(=O)c2c1,1.4
CS(=O)c1ccc(OCC(=O)O)cc1 (stereo unspecified),6.5
C=CCN1C(=O)C(C(=O)NCc2cccnc2)C(=O)c2ccccc21 (stereo unspecified),6.8
Cc1c2cnn(-c3ccccc3)c(=O)c2c(C)n1CCCC(=O)Nc1cccc(F)c1,-2.7
O=C(Nc1cc(OCC(F)(F)F)cc([N+](=O)[O-])c1)c1cccc(COc2ccc3c(c2)CCC3)c1,0.6
CCCCNC(=O)CCn1nc(-c2ccc(Cl)cc2)c2ccccc2c1=O,-1.2
CC(=O)NCCC1CCN(Cc2nc(-c3cccs3)oc2C)CC1,-0.7
CCOc1ccc(C(=O)NCCn2cc(SCC(=O)Nc3ccccc3)c3ccccc32)cc1,-10.0
CCc1nn2c(=O)c(S(=O)(=O)Nc3ccc(Br)cc3F)c(C)nc2s1,4.8
CC1=NN(c2ccc(C)cc2C)C(=O)C1C=Nc1ccc(Br)c2ccccc12 (stereo unspecified),2.6
O=C(CCC1CCCN(C23CC4CC(CC(C4)C2)C3)C1)NC1CC1 (stereo unspecified),-2.4
COc1ccc2[nH]c(C(O)(Cc3cccnc3)Cc3cccnc3)cc2c1,-8.7
Cc1nc(NCCc2cn3nc(C)sc3n2)cc(C2CCNCC2)n1,-7.5
COc1ccc(CNC(=O)Nc2ccc3c(c2)N(C)C(=O)c2ccccc2S3)cc1,-2.9
O=C(NCCS(=O)(=O)N1CCN(c2ccc(F)cc2)CC1)C1CC(=O)N(c2ccc(F)cc2)C1 (stereo unspecified),-1.3
O=C(CN1C(=O)C2C3CCC(C3)C2C1=O)N1CCN(Cc2ccccc2)CC1 (stereo unspecified),0.8
COc1ccc(N2C(=O)C(F)(F)C2c2ccc(Br)cc2)cc1 (stereo unspecified),4.1
N#Cc1cccc(NC(=O)CCC(=O)Nc2cccc(C#N)c2)c1,7.6
Cc1cc(C)cc(NS(=O)(=O)Cc2ccc(F)cc2)c1,2.4
CC1=NOC(=O)/C1=C\c1ccc(N(C)C)cc1,0.8
SMILES,RBX1-CUL1 inh
Cc1cccc(N2C(=O)/C(=C/c3cccn3-c3cccc(C(=O)O)c3)C(=O)NC2=S)c1,14.9
CCOC(=O)CN1C(=O)c2ccccc2Sc2ncccc21,3.9
O=C(ON1c2ccccc2C=CC1c1ccccc1)c1ccccc1 (stereo unspecified),-3.4
Cc1cc(C)cc(NC(=O)c2cnn(-c3ccc(C)c(C)c3)c2C2CCNCC2)c1,0.7
COC(=O)c1c(C)oc2ccc(O)c(CN3CCN(C)CC3)c12,-12.5
c1ccc(CCc2nn3c(-c4ccncc4)nnc3s2)cc1,3.0
COc1cccc(C(=O)NCC(=O)OCc2cc(=O)n3ccsc3n2)c1,13.4
CN1C(=O)C2C(N=CN2C)N(C)C1=O (stereo unspecified),10.9
CC(=O)N1c2ccc(S(=O)(=O)NCCC(=O)N(C)Cc3ccccc3)cc2CC1C (stereo unspecified),-2.4
C=CCCOc1ccc(C(=O)Oc2ccc(C#N)cc2C)cc1,0.8
COc1ccc(CNC(=O)Cc2ccc(NC(=O)N3CCSc4ncccc43)cc2)cc1,2.5
COc1ccc(N2C(=O)CC(Nc3ccc(N4CCCCC4)cc3)C2=O)cc1 (stereo unspecified),3.9
Cc1ccc(NS(=O)(=O)c2ccc3c(c2)[C@H]2C=CC[C@H]2[C@@H](c2ccccc2F)N3)c(C)c1,-2.9
CC1CCN(Cc2nnnn2CC(=O)N(Cc2nccn2C)C(C)C)CC1,5.8
CCC(=O)Nc1ccc(Br)c(C)n1,4.9
Cc1cc2nc(/C=C/c3ccncc3)[nH]c2cc1C,12.0
O=C(CCc1ccncc1)N1CCCC(CCc2c(F)cccc2F)C1 (stereo unspecified),-2.2
COC(=O)c1ccc(C2C(C(=O)c3ccc(OC)cc3)C(=O)C(=O)N2c2ccc(C)c(Br)c2)cc1 (stereo unspecified),2.2
Cc1ccc(C(=O)NCC(c2ccco2)S(=O)(=O)c2ccc(Cl)cc2)cc1C (stereo unspecified),-2.5
CCOC(=O)CC1(C#N)c2ccccc2C=CN1C(=O)c1ccccc1 (stereo unspecified),1.1
Cc1cc(OCC(=O)Nc2cccc(NC(=O)c3ccco3)c2)ccc1Cl,-2.6
CN(CCOC(=O)COc1ccc(Cl)cc1Cl)Cc1ccccc1,-10.6
CN(CCc1cnn(C)c1)C(=O)c1cc(NC(=O)c2ccccc2)cc2ncn(C3CCCC3)c12,-7.2
Cc1cccc(OCc2nnc(SCC(=O)Nc3ccccc3C(C)C)n2C)c1,-4.1
NNC1=Nc2ccccc2Sc2ccc(Cl)cc21,-5.2

# Reprinted from the part before: 2 compounds; new compounds follow.
SMILES,RBX1-CUL1 inh
Cc1cccc(OCc2nnc(SCC(=O)Nc3ccccc3C(C)C)n2C)c1,-4.1
NNC1=Nc2ccccc2Sc2ccc(Cl)cc21,-5.2
CC(=O)OCC(OC(C)=O)C1OC(C)(C)OC1C1COC(C)(C)O1 (stereo unspecified),1.0
Cc1c(C(=O)Nc2ccc(S(=O)(=O)N3CCOCC3)cc2)oc2ccccc12,4.1
O=C(NCc1ccccc1)c1nc(S(=O)(=O)Cc2ccc(F)cc2)ncc1Cl,6.6
CCN(C(=O)Cn1nnc2sc(-c3ccccc3)cc2c1=O)c1cccc(C)c1,-1.9
O=C(COc1ccccc1)NCCc1csc(-c2cccc(F)c2)n1,9.6
C=C(C)Cn1c(SCC(=O)c2ccc(Cl)cc2)nc2c(c1=O)C1(CCCC1)Cc1ccccc1-2,-6.9
CCOC(=O)CSc1nc2sc3c(c2c(=O)n1Cc1ccccc1)CC(C)CC3 (stereo unspecified),-5.5
CCOc1ccc(NC(=O)CSc2nc3c(c(=O)[nH]2)CCCC3)cc1,1.9
COc1cc(NC(=O)c2ccc3c(Cl)c4c(nc3c2)CCC4)cc(OC)c1OC,-8.5
Cc1ccc(-c2ccc(CCC(=O)O)n2-c2cccc(O)c2)cc1,4.9
O=C(NC(=S)N1CCN(c2cccc(C(F)(F)F)c2)CC1)c1ccccc1,-3.0
CC(C)CNC1CS(=O)(=O)CC1O (stereo unspecified),1.0
COc1ccc(C(O)C2OCCN(C)C2=O)cc1 (stereo unspecified),6.7
CCCCCSc1nnc(-c2ccccc2N=CC2C(=O)N(c3ccccc3)N=C2C)c(=O)[nH]1 (stereo unspecified),23.7
Cc1cccc(-n2ncc(C(=O)N3CCN(Cc4ccccc4)CC3)c2C2CCN(C(=O)OC(C)(C)C)CC2)c1,-3.1
CCOC(=O)C1=C(C)N(C(=O)c2ccccc2)C(SC)=NC1c1cc(Cl)cc(Cl)c1 (stereo unspecified),-3.5
CCCn1nnc(NC(=S)NC(=O)c2ccc(-c3ccc(Br)cc3)o2)n1,-11.7
CCCc1ccc(C(=S)NC2c3ccccc3Oc3ccccc32)cn1,-5.0
COc1ccc(OC)c(CNC(=O)c2ccc(C)c(NC(=O)c3nsc4ccccc34)c2)c1,-0.1
COc1ccc(Cl)cc1-c1nc(N)nc(NCCc2ccccc2)n1,2.9
O=C(Cn1c(-c2cccs2)cc2cc(F)ccc21)NCCCN1CCN(c2ccccc2F)CC1,-0.4
CC(C)CCNC(=O)C1CCC(CNS(=O)(=O)c2cccc3nsnc23)CC1 (stereo unspecified),-11.3
COc1ccc(N2C(=O)CSC23C(=O)N(Cc2cccc(C(F)(F)F)c2)c2ccccc23)cc1 (stereo unspecified),-0.6
CN(C)c1ccc(NC(=O)c2ccco2)cc1,2.0
CCOC(=O)CCC(=O)NNC(=O)Cc1ccc(OC)cc1,1.9

# Reprinted from the part before: 2 compounds, then new ones.
SMILES,RBX1-CUL1 inh
CN(C)c1ccc(NC(=O)c2ccco2)cc1,2.0
CCOC(=O)CCC(=O)NNC(=O)Cc1ccc(OC)cc1,1.9
Cc1noc(C)c1C(=O)Nc1sc(C)c(C)c1C(N)=O,-9.5
CCOC(=O)c1c(C)oc2nc(C)nc(NCCCN3CCN(c4ccccc4)CC3)c12,0.4
CCOC(=O)c1c(NC(=O)c2cc(-c3cccc(Cl)c3)on2)sc(C(C)=O)c1C,-2.1
COc1cc(OC)c(NC(=O)CCn2cccn2)cc1Cl,-3.1
COc1cc(CNCc2cc(F)ccc2F)ccc1OCC(O)CN1CCC(O)CC1 (stereo unspecified),0.3
CC(C)CC(=O)NC(=S)Nc1ccccc1O,3.6
O=C(Nc1ccc2c(c1)OCCO2)C12CC3CC(C1)CC(n1cnc(Br)n1)(C3)C2,12.2
COc1ccc(CCNC(=O)C(C)N(c2ccccc2)S(C)(=O)=O)cc1 (stereo unspecified),-6.2
O=C1CCCc2occ(C(=O)N3CCOc4ccc(CN5CCN(c6ncccn6)CC5)cc4C3)c21,3.2
COc1ccccc1N(Cc1cc2cccc(C)c2[nH]c1=O)C(=O)c1ccc(Cl)cc1,-11.0
Cc1ccccc1C(C(=O)NCc1cccnc1N(C)C)N(C)C (stereo unspecified),13.7
Cc1ccccc1C(=O)n1nc(-c2ccco2)nc1NCc1cccs1,-10.1
CCn1cc(C(=O)O)c(=O)c2cnc(N3CCN(C(=S)Nc4cc(C(F)(F)F)ccc4Cl)CC3)nc21,11.0
COc1ccc(OC)c(CCNc2ncnc3onc(-c4ccc(F)cc4)c23)c1,-4.7
COc1cccc(OC)c1C(=O)Nc1ccc(S(=O)(=O)Nc2nccc(C)n2)cc1,3.2
COc1cccc(C(=O)Nc2ccccc2OCc2cc(=O)n3cc(C)ccc3n2)c1,1.1
COC(=O)c1c(NC(=O)CCN2CCOCC2)sc2c1CCCC2,6.3
CCOc1ccc2nc(NC(=O)c3nc(SC(C)C)ncc3Cl)sc2c1,7.6
C/C(=N\NC(=O)c1ccccc1[N+](=O)[O-])c1ccccc1,-5.1
C#CCOc1ccc2ccccc2c1CC1=NC(=O)N(c2cccc(Cl)c2)C1=O,-0.7
N#CC1=C(c2ccsc2)C(C#N)C(=N)N(N)C1=O (stereo unspecified),5.5
Cc1cc(O)cc2c1C(c1cccs1)CC1(CC(C)(C)NC(=S)N1)O2 (stereo unspecified),-4.2
Cc1ccc(CCNC(=O)C2CCN(c3nnc(-n4cccc4CNc4ccc(C)cc4)s3)CC2)cc1,-0.3
Cc1ccc(C2CC(=O)Nc3cc4c(cc32)OCCO4)cc1Br (stereo unspecified),-7.8
O=C(Cc1ccc(F)cc1)NC1CC(=O)N(c2ccccc2)C1 (stereo unspecified),6.3

# By substructure: the entries above with a nitro group on carbon (2)
SMILES,RBX1-CUL1 inh
O=C(Nc1cc(OCC(F)(F)F)cc([N+](=O)[O-])c1)c1cccc(COc2ccc3c(c2)CCC3)c1,0.6
C/C(=N\NC(=O)c1ccccc1[N+](=O)[O-])c1ccccc1,-5.1

# (listing goes on)
SMILES,RBX1-CUL1 inh
CCc1nc2cccnc2n1-c1ccc(CC(=O)Nc2c(C)cccc2C)cc1,-4.0
COC1(OC)OC2=C(C(=O)c3ccccc32)C(C#N)(C#N)C1(OC)OC,7.9
CCC(C)(C)C1CCC2(CC1)NC(=S)N(CCC(C)C)N2 (stereo unspecified),4.5
O=C(N=C1S/C(=C/c2ccc(N3CCOCC3)cc2)C(=O)N1c1ccccc1)c1ccccc1,1.7
COc1ccc(C(=O)C(CN2CCCCC2)c2ccccc2)cc1F (stereo unspecified),8.9
O=C(NCCN1CCCCC1)c1ccc2nc(C3CC3)oc2c1,9.6
COc1ccc(CC(=O)Nc2nn[nH]n2)cc1,1.3
O=[N+]([O-])c1ccccc1Nc1nc2nonc2nc1Nc1ccccc1[N+](=O)[O-],1.6
CCOC(=O)c1c(-c2cccc3ccccc23)csc1NC(=O)C(c1ccccc1)c1ccccc1,0.2
Cc1cc(C)cc(-n2ccn(CC(=O)c3ccc(F)cc3)c(=O)c2=O)c1,-3.2
CC(C)(N)c1cn(CC2CCCN(C(=O)NCCc3ccc(F)cc3)C2)nn1 (stereo unspecified),-2.1
COc1ccccc1N(CCOC(=O)c1ccccc1Cl)C1NS(=O)(=O)C2CCCCC12 (stereo unspecified),8.0
Cc1nnc(NC(=O)c2ccc(Br)o2)s1,5.6
COc1ccc(-c2ccc3c(N)c(C(=O)Nc4cc(C)ccc4C)sc3n2)cc1OC,-7.1
CCC(COC(=O)c1ccccc1Oc1ccc(OC)cc1)N1C(=O)c2ccccc2C1=O (stereo unspecified),2.6
CC(=Nc1ccccc1C)C(C)=Nc1ccccc1C,5.9
O=C(CCn1cnc2ccccc2c1=O)NCc1ccccc1Cl,-2.4
Cc1ccc(C)c(N2CCN(CCCNC(=O)Cn3ncc4c([nH]c5ccccc54)c3=O)CC2)c1,0.9
Cc1ccc(-c2cnnc(NCC3CCOCC3)n2)o1,0.4
COc1ccc(-c2nc3ccccc3s2)cc1NC(=O)COc1ccc(C)cc1,-7.2
COc1ccc(-c2n[nH]c(=S)n2-c2ccc(C(C)=O)cc2)cc1,1.0
Cc1ccc(CN(C(=O)COc2ccccc2Cl)c2ccccn2)o1,4.0
CSC1=N/C(=C\c2cc3c(cc2Br)OCO3)C(=O)S1,-0.1
COc1ccc(-c2cc(=O)c3cc(OCC(=O)OC(C)C)ccc3o2)cc1,-7.8
COCCN(CC1CCCN(C2Cc3ccccc3C2)C1)C(=O)CCNC(C)=O (stereo unspecified),0.2
O=S(=O)(Cc1cccc(Cl)c1)N1CCN(c2ccccc2)CC1,2.4

# A second format for 3 compounds above:
smiles | RBX1-CUL1 inh
CC(C)(N)c1cn(CC2CCCN(C(=O)NCCc3ccc(F)cc3)C2)nn1 (stereo unspecified) | -2.1
COc1ccccc1N(CCOC(=O)c1ccccc1Cl)C1NS(=O)(=O)C2CCCCC12 (stereo unspecified) | 8.0
Cc1nnc(NC(=O)c2ccc(Br)o2)s1 | 5.6

# This is a subset; rates above refer to the full screens.
